MCL1 BIM primary – inhibitors of human MCL1 binding to BIM-BH3 peptide; Q07820; GST-MCL1 / FITC-Bim-BH3 fluorescence polarization; inhibition, % at 10.9 µM; actives 0.68% (n = 320,000); AID 2057;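 active = inhibition above the mean inhibition of all tested compounds plus 3 SD, set per campaign, cut at about 40% in these data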;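 note: 0% = DMSO wells and 100% = unlabeled Bim-BH3 peptide control; higher means more loss of mP so more displacement of Bim peptide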
Target sequence (Q07820 whole entry, looked up): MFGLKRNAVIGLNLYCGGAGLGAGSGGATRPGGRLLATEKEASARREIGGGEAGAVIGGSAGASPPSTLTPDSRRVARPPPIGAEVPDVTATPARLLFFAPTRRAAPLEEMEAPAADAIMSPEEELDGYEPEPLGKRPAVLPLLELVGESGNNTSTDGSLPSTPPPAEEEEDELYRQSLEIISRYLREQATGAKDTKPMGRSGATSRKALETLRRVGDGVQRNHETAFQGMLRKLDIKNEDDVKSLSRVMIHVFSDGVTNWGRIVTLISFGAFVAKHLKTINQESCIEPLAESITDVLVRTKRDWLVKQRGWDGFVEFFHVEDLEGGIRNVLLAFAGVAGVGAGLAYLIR
MEX-5 binding – C. elegans MEX-5 TCR-2 RNA binding activity | Q9XUB2 | activity score (negative = inhibition of binding), % at 10 µM | actives 0.38% (n = 300,000) | AID 1832 | MEX-5/FITC-TCR2 RNA binding, fluorescence polarization; active compounds read low;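 active = inhibition past about -25% in most replicates, and total fluorescence under double the plate's negative control median, limit read from the data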;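 note: 0% = DMSO and -100% = 5 µM competing unlabeled TCR2 RNA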
EBNA-1 inhibitor – blocks EBNA-1 binding to DNA. AID 1950. inhibition, % at 14.8 µM. actives 0.34% (n = 300,000). EBNA-1 DNA binding, fluorescence polarization; in the data active = inhibition above about 28%
Fam108B counter – Fam108B inhibition, counter-screen for RBBP9 inhibitors; recombinant Fam108B, FP-Rh probe fluorescence polarization; inhibition, % at 9.51 µM; actives 0.33% (n = 300,000); AID 1947;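 active = inhibition above the screen mean inhibition plus 3 SD, computed separately per campaign, cut at about 18% in these data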;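 note: inhibitors lower polarization as less probe binds the enzyme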
GLD-1 RNA inh – GLD-1-TGE RNA interaction inhibition (C. elegans); Q17339; purified GLD-1 + fluorescein TGE RNA, fluorescence polarization; inhibition, % at 5.96 µM; actives 0.44% (n = 320,000); AID 2280;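 active = percent inhibition above a per-plate cutoff, the plate mean of test compounds plus 3 SD, cut at about 30% in these data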;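 note: 0% = DMSO wells with GLD-1 and probe and 100% = wells lacking GLD-1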
Target sequence (Q17339 whole entry, looked up): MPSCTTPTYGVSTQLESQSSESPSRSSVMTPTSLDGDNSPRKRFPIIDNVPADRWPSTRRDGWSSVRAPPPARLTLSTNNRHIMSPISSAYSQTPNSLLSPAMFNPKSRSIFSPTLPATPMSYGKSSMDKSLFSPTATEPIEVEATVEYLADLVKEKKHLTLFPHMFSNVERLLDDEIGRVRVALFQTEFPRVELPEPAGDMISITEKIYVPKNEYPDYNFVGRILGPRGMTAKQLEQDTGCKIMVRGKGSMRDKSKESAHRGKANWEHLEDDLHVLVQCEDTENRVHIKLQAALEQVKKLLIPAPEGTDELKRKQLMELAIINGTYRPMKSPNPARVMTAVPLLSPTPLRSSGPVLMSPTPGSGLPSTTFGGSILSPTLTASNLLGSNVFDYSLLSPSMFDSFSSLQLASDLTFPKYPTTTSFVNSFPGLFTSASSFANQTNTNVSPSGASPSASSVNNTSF
ZTA counter – ZTA (EBV) inhibition in EBNA-1 counter-screen. AID 2234. actives 0.15% (n = 320,000). inhibition, % at 11 µM. P03206. ZTA-DNA binding, fluorescence polarization; in the data active = inhibition above about 33%
Efflux pump mplx – antifungal efflux pump inhibition, Nile Red retention. S. cerevisiae Candida pump triplex. inhibition, % at 10 µM. actives 0.44% (n = 330,000);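 active = plate passing quality check with inhibition over a set limit, or well fluorescence over plate mean plus 4 SD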;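 note: Nile Red retained in pooled yeast measured as flow cytometry median fluorescence; 0% = buffer negative control and 100% = Enniatin B positive control; higher means more Nile Red kept so more efflux inhibition; some compounds called inactive have numbers as strong as hits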
Yeast superoxide – lowers age-related superoxide in aged yeast cells | superoxide response (% of plate mean), % at 10 µM | actives 0.18% (n = 330,000) | AID 2690 | S. cerevisiae aged cells, superoxide DHE fluorescence; active compounds read low;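 active = superoxide response under a set limit, about three screen SD below normal, cut at about 65% in these data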;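 note: yeast aged for seven days with compound at 30 °C before DHE staining; 100% = average MFI of all compound-treated wells on the plate with controls excluded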
Bcl-xL primary – inhibitors of human Bcl-xL. actives 0.7% (n = 320,000). GST-Bcl-xL / FITC-Bim BH3 peptide fluorescence polarization. Q07817. AID 2129. inhibition, % at 10.9 µM;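 active = inhibition above the mean of all tested compounds plus 3 SD, cutoff set per campaign, cut at about 30% in these data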;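 note: 0% = DMSO wells and 100% = unlabeled Bim-BH3 peptide competitor; inhibitors lower millipolarization by displacing the labeled peptide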
Target sequence (Q07817 whole entry, looked up): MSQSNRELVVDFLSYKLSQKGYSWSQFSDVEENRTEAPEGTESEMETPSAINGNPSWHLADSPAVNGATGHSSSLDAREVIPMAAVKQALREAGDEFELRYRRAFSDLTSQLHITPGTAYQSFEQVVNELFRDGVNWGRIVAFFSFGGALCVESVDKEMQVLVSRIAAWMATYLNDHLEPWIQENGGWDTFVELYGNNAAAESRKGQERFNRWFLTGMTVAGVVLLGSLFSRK
The depositor's hits bear a star; . = not tested or not shown.

| mol | ZTA counter | Efflux pump mplx | Yeast superoxide | MEX-5 binding | MCL1 BIM primary | Fam108B counter | Bcl-xL primary | GLD-1 RNA inh | EBNA-1 inhibitor |
| --- | --- | --- | --- | --- | --- | --- | --- | --- | --- |
| O=C(Nc1ccccn1)c1ccc(=O)[nH]n1 | 3 | 0.0 | 95 | -0.1 | 1 | 5 | 0 | 1 | 0 |
| COc1ccc(-c2nnc(CSc3nc4ccccc4c(=O)n3CC3CCCO3)o2)cc1OC (centres undefined) | -11 | -0.2 | 96 | -2.3 | 1 | -4 | 5 | -2 | 3 |
| CCCN(CCC)S(=O)(=O)c1ccc(C(=O)Nc2cc3oc4ccccc4c3cc2OC)cc1 | -5 | -0.2 | 100 | -1.2 | 19 | -3 | 8 | 0 | 1 |
| O=C(Nc1ccc(Nc2ccccc2)cc1)c1ccc(F)cc1 | -10 | -0.5 | 80 | 3.4 | -1 | 5 | 2 | 9 | -3 |
| Cc1cc2oc(=O)cc(CN3CCCCC3C)c2cc1Cl (centres undefined) | -10 | -0.2 | 91 | -3.4 | -8 | -2 | 2 | 2 | 9 |
| O=C1NCC2=C1C(c1ccc(Br)cc1)Nc1ccccc1N2 (centres undefined) | 6 | 0.0 | 101 | -0.8 | 6 | 5 | 7 | -1 | -1 |
| COc1cccc(NC(=S)NCCN2CCOCC2)c1 | 7 | 0.2 | 86 | -2.1 | 4 | -1 | 1 | 5 | 7 |
| COc1ccc(NC(=O)COC(=O)CCCOc2ccc(Cl)cc2Cl)cc1Cl | -13 | 0.2 | 128 | 0.6 | -2 | -19 | -3 | 1 | -9 |
| Cc1ccc(S(=O)(=O)NCC(=O)N(CC(=O)NC2CCCC2)CC2CCCO2)cc1 (centres undefined) | -3 | -0.6 | 92 | 0.9 | -2 | 10 | 3 | -6 | -2 |
| CCOC(=O)N1CCN(S(=O)(=O)N2CCCC(C(=O)NCc3ccc(F)cc3)C2)CC1 (centres undefined) | 8 | 0.0 | 116 | -2.6 | 5 | 1 | 2 | -1 | -4 |
| COC(=O)c1ccccc1NC(=O)Cn1cnc2c(cnn2-c2ccc(C)c(C)c2)c1=O | -12 | 0.5 | 105 | -0.4 | -5 | -6 | 1 | -3 | -9 |
| C[C@H](NC(=O)[C@@H]1Cc2ccccc2CN1C(=O)OC(C)(C)C)C(=O)NCc1ccco1 | -5 | -0.1 | 96 | -2.0 | 8 | -2 | 8 | 0 | -5 |
| COCC(C)OC(=O)C(C#N)c1nc2ccccc2nc1N1CCN(Cc2ccccc2)CC1 (centres undefined) | -17 | 0.1 | 97 | -3.2 | 11 | 2 | 11 | 0 | 8 |
| Cn1c(CS(=O)Cc2c(Cl)cccc2Cl)nnc1SCc1ccc(Cl)cc1 (centres undefined) | -12 | 0.1 | 120 | 1.1 | -2 | 0 | -6 | 2 | -4 |
| Nc1nc(-c2ccccc2)c(N=Nc2cccc3ccccc23)s1 | -14 | -0.1 | 100 | 0.8 | 1 | 10 | 6 | 3 | -8 |
| O=C1CC(c2ccccc2)c2c(O)cc(O)cc2O1 (centres undefined) | 8 | -0.2 | 106 | -0.5 | 3 | 0 | 6 | 4 | 1 |
| COc1ccc(C2N(C(=O)CN3CCCC3)CCCN2S(=O)(=O)c2ccccc2)cc1 (centres undefined) | -21 | -0.1 | 110 | -1.1 | -8 | 1 | 0 | 12 | -10 |
| CCc1nnc(NC(=O)CCC(=O)NCc2ccccc2Cl)s1 | 2 | 0.2 | 83 | -1.3 | -2 | 3 | 6 | -6 | -16 |
| CCOC(=O)Nc1nc2ccccc2s1 | -7 | -0.1 | 96 | 0.7 | -1 | 0 | 1 | 1 | -1 |
| Cc1cc(Cl)ccc1OCCn1cncn1 | 2 | 0.0 | 104 | -1.1 | 6 | 2 | 1 | 5 | 3 |
| O=C(COC(=O)Cc1ccc(Cl)cc1)NCc1ccc(F)cc1 | 8 | 0.1 | 96 | . | -2 | . | -2 | 0 | . |
| COc1ccc([N+](=O)[O-])cc1NS(=O)(=O)c1cc(C(=O)O)ccc1OC | 1 | -0.1 | 96 | -3.4 | 5 | 1 | 5 | 1 | -4 |
| CCN(CCCC(=O)c1ccc(F)cc1)CCc1ccccc1 | 7 | 0.3 | 103 | 2.4 | 6 | -4 | 4 | -6 | -4 |
| Cc1c(NC(=O)CSc2nnc(-c3cccc(Cl)c3)o2)c(=O)n(-c2ccccc2)n1C | 14 | 0.1 | 159 | -0.3 | 6 | 4 | 2 | 3 | -8 |
| Cc1ccc(CNC(=O)CS(=O)(=O)c2ccccc2)cc1 | -15 | 0.0 | 87 | -0.2 | 3 | -1 | 5 | 1 | -1 |
| CCC(C)[C@H](NC(=O)N1CC(=O)Nc2ccccc21)C(=O)N1CCC(C(=O)O)CC1 (some centres undefined) | 9 | 0.2 | 79 | 2.9 | 2 | 7 | 1 | 5 | 0 |
| CCC(=O)N1c2ccc(S(=O)(=O)N3CCN(C)CC3)cc2CC1C (centres undefined) | 14 | -0.1 | 90 | 1.2 | -6 | 5 | 0 | -2 | 3 |
| Cn1cc(CCC(=O)N2CCCC(CCC(=O)NCc3ccc(F)c(F)c3)C2)cn1 (centres undefined) | -7 | 0.5 | 118 | 0.1 | -3 | -8 | -8 | 11 | 1 |
| Cc1cc(C2(c3ccc(O)c(C)c3)C(=O)Nc3ccccc32)ccc1O | -4 | 0.1 | 105 | -0.1 | -5 | -3 | -1 | 7 | -6 |
| CN(C)C(=O)CSc1nnc(-c2ccc(F)cc2)c2ccccc12 | 11 | 0.1 | 91 | -0.1 | -2 | -4 | 1 | 3 | 2 |

The closing two compounds of the section before open the next one.
| mol | ZTA counter | Efflux pump mplx | Yeast superoxide | MEX-5 binding | MCL1 BIM primary | Fam108B counter | Bcl-xL primary | GLD-1 RNA inh | EBNA-1 inhibitor |
| --- | --- | --- | --- | --- | --- | --- | --- | --- | --- |
| Cc1cc(C2(c3ccc(O)c(C)c3)C(=O)Nc3ccccc32)ccc1O | -4 | 0.1 | 105 | -0.1 | -5 | -3 | -1 | 7 | -6 |
| CN(C)C(=O)CSc1nnc(-c2ccc(F)cc2)c2ccccc12 | 11 | 0.1 | 91 | -0.1 | -2 | -4 | 1 | 3 | 2 |
| CS(=O)(=O)N(CC(=O)N1CCCC1)c1cc(Cl)ccc1Cl | -2 | 0.0 | 101 | 1.1 | 0 | 2 | 4 | 0 | -4 |
| CCOC(=O)Cc1c(C)c2ccc(N(CC)CC)cc2oc1=O | -24 | -0.2 | 82 | -0.3 | 9 | 2 | 5 | 4 | -8 |
| CC(C)c1ccc(NC(=O)CCNC(=O)Cn2ccc3ccccc3c2=O)cc1 | -4 | -0.1 | 105 | 1.4 | 4 | -3 | 2 | 6 | -1 |
| CSCC(CO)NS(=O)(=O)c1ccc(C)cc1 (centres undefined) | 1 | 0.0 | 108 | 0.5 | 1 | 4 | -1 | 3 | -3 |
| O=C(CSc1nnc(CNC(=O)c2ccco2)o1)Nc1ccc(F)cc1F | -5 | 0.0 | 110 | . | 3 | 8 | -1 | 1 | 8 |
| COc1cc(/C=N/OCC(=O)NC2CCS(=O)(=O)C2)ccc1OC(F)F (centres undefined) | -2 | -0.4 | 102 | -1.1 | 4 | -3 | 4 | -9 | -3 |
| CSc1ccccc1OCc1cc(C(=O)NCCN2CCCC(O)C2)no1 (centres undefined) | -4 | 0.3 | 73 | 2.7 | -4 | -6 | 3 | 2 | -7 |
| Cc1ccccc1NC(=O)/C(=C\c1cccs1)NC(=O)c1ccccc1 | 17 | -0.1 | 122 | 0.6 | 1 | -6 | 0 | 2 | 18 |
| COc1ccc(OC)c(C(=O)c2ccccn2)c1 | 21 | 0.0 | 98 | -1.1 | 3 | -2 | 4 | -3 | -1 |
| O=C1CCC(C(=O)N2CCCCO2)CN1CCc1ccccc1 (centres undefined) | -1 | 0.0 | 105 | 4.2 | 8 | 4 | 2 | -2 | -6 |
| CCCNC(=O)CN(c1ccc(F)c(Cl)c1)S(C)(=O)=O | -7 | 0.2 | 102 | -2.3 | -6 | 0 | -12 | -6 | -1 |
| COCCNC(=O)Cn1ccc2cc(S(=O)(=O)N3CCCCC3)ccc21 | -9 | -0.1 | 95 | 1.7 | -3 | 5 | 9 | 8 | 2 |
| C=CCn1c(O)c(N=Nc2nc3ccccc3c(=O)n2-c2ccccc2)c2ccccc21 | -1 | -0.1 | 96 | 3.9 | 3 | -2 | 3 | 7 | 4 |
| O=C(COC(=O)C1C2CC3OC(=O)C1C3C2)Nc1ccc(F)cc1 (centres undefined) | -5 | 0.3 | 95 | -0.8 | 0 | 0 | 1 | 3 | 4 |
| N=c1sccn1CC(=O)Nc1ccc(S(=O)(=O)N2CCOCC2)cc1 | 7 | 0.1 | 99 | 1.4 | 13 | -2 | 14 | 0 | -8 |
| O=[N+]([O-])c1ccc(NC(=S)N2CCCC2)cc1 | -6 | 0.0 | 99 | 0.2 | 5 | -2 | 2 | 2 | -11 |
| Cc1cc(C)c(SCCc2ccncc2)c(C)c1 | 14 | -0.1 | 103 | 0.6 | 0 | -1 | -4 | 1 | 9 |
| CCCCCCOC(=O)Sc1nc2ccccc2o1 | 2 | -0.1 | 109 | 1.2 | -4 | 0 | -16 | 7 | -3 |
| O=C(C1=C(O)C(=O)N(c2ncccn2)C1c1cccc(Cl)c1)c1ccco1 (centres undefined) | 1 | -0.1 | 110 | -1.6 | 2 | 3 | 9 | 7 | 4 |
| CC1CCN(Cc2cc(=O)oc3cc(O)c(Cl)cc23)CC1 | 15 | 0.1 | 99 | -6.9 | 19 | 2 | 21 | 11 | 5 |
| CCOC(=O)N=Nc1c(O)n(C)c2ccccc12 | 22 | 0.1 | 89 | 1.7 | 2 | 5 | 2 | 3 | 10 |
| Nc1ccn(Cc2ccc(F)cc2)n1 | 2 | -0.1 | 105 | -2.2 | -4 | 5 | 1 | 4 | 6 |
| CCOC(=O)CC1C(=O)NCCN1C(=O)c1cc2c(=O)n3ccccc3nc2s1 (centres undefined) | -3 | 0.2 | 110 | -3.0 | 9 | 1 | 8 | 5 | 5 |
| COc1ccc(CCNC(=O)COC(=O)C23CC4CC(CC(C4)C2)C3)cc1 | 9 | -0.1 | 82 | 3.8 | -15 | -3 | 1 | -1 | -10 |
| COc1cc(/C=C2/C(=O)NN(c3cccc(C)c3)C2=O)ccc1OC(=O)c1ccco1 | 16 | 0.3 | 96 | -0.7 | 11 | 1 | 7 | -8 | 10 |
| Cc1ccc(Cl)cc1NC(=O)COC(=O)c1ccc(N2CCCC2)c([N+](=O)[O-])c1 | -10 | -0.3 | 87 | 1.5 | 0 | 0 | 9 | 4 | -4 |
| CCCCC[n+]1ccn(C2=C([O-])c3ccccc3C(=O)/C2=N\S(=O)(=O)c2ccc(Cl)cc2)c1 | -7 | -0.1 | 121 | 2.0 | -8 | 0 | 3 | 8 | -1 |
| CNC(=O)c1c(Cl)cnn1-c1ccc(F)cc1 | -3 | 0.0 | 91 | 0.7 | 1 | 0 | 1 | -3 | 10 |
| Cc1cc(C)n(-c2ccc(C(=O)OCC(=O)Nc3ccccc3[N+](=O)[O-])cc2)n1 | 5 | 0.1 | 100 | -0.4 | -4 | -6 | 0 | 2 | -6 |
| COCCNC(=O)C(c1ccc(F)cc1)N(Cc1ccco1)C(=O)CCC(=O)Nc1ccccn1 (centres undefined) | 8 | -0.3 | 96 | -0.7 | -6 | -4 | -2 | 4 | 15 |
| O=C1/C(=C/c2ccccn2)SC(=S)N1NS(=O)(=O)c1ccccc1 | 12 | 0.1 | 93 | -4.9 | 7 | 1 | 7 | 3 | -3 |
| O=C(Nc1nnc(-c2ccccn2)o1)c1cccc(Cl)c1 | -3 | 0.2 | 109 | 0.4 | 2 | 3 | -2 | 0 | -8 |
| COc1ccc(S(=O)(=O)Cc2ccc(C(=O)N3CCN(Cc4ccccc4)CC3)o2)cc1 | 5 | -0.2 | 88 | -1.2 | 7 | 0 | 6 | 12 | 1 |

Source: PubChem
